High-throughput results from PubChem.
STK33 kinase inh: human STK33 kinase inhibition; Q9BYT3; purified STK33, MBP phosphorylation, ADP-Glo luminescence; inhibition, % at 10 µM; 0.073% of 320,000 active; AID 2661;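 active = inhibition at or above 25%, using the most active replicate where run in duplicate; inactive = inhibition below 25%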
Target sequence (Q9BYT3 whole entry, looked up): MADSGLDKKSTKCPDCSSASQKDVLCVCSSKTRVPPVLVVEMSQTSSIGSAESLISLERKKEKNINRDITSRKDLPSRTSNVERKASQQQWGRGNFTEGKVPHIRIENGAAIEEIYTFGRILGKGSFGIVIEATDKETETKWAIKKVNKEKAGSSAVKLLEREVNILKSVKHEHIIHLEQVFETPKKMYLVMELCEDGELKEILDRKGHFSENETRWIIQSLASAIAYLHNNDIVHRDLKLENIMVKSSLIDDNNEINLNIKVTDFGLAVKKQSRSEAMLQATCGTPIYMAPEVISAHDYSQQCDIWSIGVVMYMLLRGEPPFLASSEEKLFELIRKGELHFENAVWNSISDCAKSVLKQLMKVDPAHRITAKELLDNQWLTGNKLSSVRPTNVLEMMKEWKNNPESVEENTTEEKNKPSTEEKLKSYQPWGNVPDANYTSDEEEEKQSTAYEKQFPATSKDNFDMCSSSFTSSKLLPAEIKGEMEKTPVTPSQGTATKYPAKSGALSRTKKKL
Kir21 block: Kir2.1 (mouse) channel inhibition; P35561; HEK293-Kir2.1, FluxOR thallium flux fluorescence; hits give low values; B-score at 10 µM; 0.85% of 310,000 active; AID 1672;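 active = fluorescence ratio B-score at or below minus 3 SD of library scores, with starting-brightness B-score within 2 SD, cut at about -4.2 in these data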;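 also: channel flux triggered by added potassium and thallium sulfate stimulus; B-score of peak minus minimum fluorescence over baseline after thallium stimulus; more negative B-score means stronger Kir2.1 block with less thallium influx; some compounds called inactive have numbers as strong as hits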
Target sequence (P35561 whole entry, looked up): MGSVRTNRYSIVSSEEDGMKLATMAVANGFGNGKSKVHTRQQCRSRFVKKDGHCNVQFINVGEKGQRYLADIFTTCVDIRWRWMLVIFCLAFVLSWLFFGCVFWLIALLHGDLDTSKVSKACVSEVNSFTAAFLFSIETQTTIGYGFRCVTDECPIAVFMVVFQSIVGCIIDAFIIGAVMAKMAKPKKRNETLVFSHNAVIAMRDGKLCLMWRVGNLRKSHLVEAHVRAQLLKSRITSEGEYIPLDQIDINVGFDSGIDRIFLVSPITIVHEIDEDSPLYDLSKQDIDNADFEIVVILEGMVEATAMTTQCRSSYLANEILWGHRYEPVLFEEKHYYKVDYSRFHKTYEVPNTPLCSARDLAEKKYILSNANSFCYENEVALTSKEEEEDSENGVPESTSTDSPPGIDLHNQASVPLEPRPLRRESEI
Starred values were filed as active, the others as inactive; . = no result given.

SMILES	STK33 kinase inh	Kir21 block
CC(CNC(=O)CCS(=O)(=O)c1cc2c(cc1Cl)NC(=O)CO2)c1ccccc1 (stereo not given)	-1.1	-0.12
O=C(Nc1ccc(N2CCCCC2)cc1)c1cccnc1	2.1	-0.68
C=CCn1c(SCc2ccc(F)cc2)nc2c1c(=O)[nH]c(=O)n2C	-1.1	-0.08
CCN(CC)CCNC(=O)c1ccc(NC(=O)CC(NC(=O)c2ccccc2Cl)c2ccccc2)cc1 (stereo not given)	-1.5	-0.51
O=S(=O)(c1ccccc1)N1CCCc2ccccc21	0.0	-6.45*
Cc1cccc(CN2CCN(CC(C)C)C(CCO)C2)n1 (stereo not given)	-1.1	-0.92
O=C(NCCCCCCNC(=O)c1ccncc1)c1ccncc1	-1.6	0.16
COc1ccc(/C(O)=C2\C(=O)C(=O)N(CCN(C)C)C2c2cccc(OC)c2OC)cc1Cl (stereo not given)	0.6	-0.78
Cc1ccc(NC(=O)C2CCCN(S(=O)(=O)c3c(C)noc3C)C2)c(Br)c1 (stereo not given)	-1.0	-1.46
Cc1cccc(Nc2nnc(SC(C)C(=O)NC3CC3)s2)c1 (stereo not given)	-0.1	.
Cc1cc(C(=O)NC2CCCCC2)on1	-0.2	0.72
O=C1C2CCCN2C(c2cccs2)N1c1ccc(F)cc1 (stereo not given)	0.5	0.03
C=CCn1c(COc2ccccc2F)nnc1SCC(=O)N1CC(=O)Nc2ccccc21	0.7	1.05
CCCCCCN1CC(=O)N2[C@@H](Cc3c([nH]c4ccccc34)C2(C)C)C1=O	-0.7	0.02
O=C(NC(=S)Nc1ccc2[nH]c(=O)[nH]c2c1)c1cccc(F)c1	-0.4	-0.04
Cc1sc2ncnc(OCC(=O)NC(C)C(C)C)c2c1C (stereo not given)	-1.6	0.08
Cc1ccc(CS(=O)Cc2ccc(C(=O)NCc3ccccc3Br)o2)cc1 (stereo not given)	-0.3	-2.5
Cc1ccc(S(=O)(=O)Nc2ccc(Cl)cc2C(=O)c2ccc(F)cc2)cc1	-2.2	-0.58
COc1ccc(N(C(=O)CSCC(=O)Nc2cc(C)on2)C(C(=O)NC2CCCCC2)c2ccc(O)c(O)c2)cc1 (stereo not given)	-1.5	-1.01
COc1ccc(CCNC(=O)C(=O)Nc2ccc3c(c2)OCCO3)cc1OC	-1.3	1.53
CC(C)CC(C(=O)NC(C)(C)C)N(CC1CCCO1)C(=O)c1snc(C(N)=O)c1N (stereo not given)	-0.3	0.84
CCCCCN(C(=O)CCC(=O)OCC(=O)Nc1ccc(C)cc1F)c1c(N)n(CCCC)c(=O)[nH]c1=O	0.8	1.15
CCCc1cc(-n2ccnc2)n2c(nc3ccccc32)c1C#N	0.0	-0.07
CCN1CCN(c2nc3c(c(=O)n(C)c(=O)n3C)n2CCSc2ncccn2)CC1	-1.6	0.17
Cc1cccc(N(C(=O)Cn2nnc3ccccc32)C(C(=O)NCc2ccco2)c2ccncc2)c1 (stereo not given)	-1.9	0.69

Continuation:
SMILES	STK33 kinase inh	Kir21 block
COC(=O)c1ccc(NC(=O)CN(c2ccc(C)cc2)S(=O)(=O)c2c(C)n[nH]c2C)cc1	-1.6	0.04
COCCn1c(CN2CC(C)CC(C)C2)nc2c1c(=O)n(C)c(=O)n2C (stereo not given)	0.9	-0.24
O=C(NC(=S)NC1CCC(O)CC1)c1ccco1 (stereo not given)	-0.1	.
O=C1c2ccccc2C(O)N1CCN1CCOCC1 (stereo not given)	1.5	0.75
C[C@@H](C(=O)N1CCNCC1)n1cc(CCCN=C(N)N)nn1	0.3	-2.48
COc1ccc(N2CCN(C(=O)CN(c3ccc(OC)cc3)S(=O)(=O)c3ccccc3)CC2)cc1	-1.8	-0.75
CC(C)NC(=O)c1ccc(N(Cc2ccccc2)S(C)(=O)=O)cc1	-1.5	0.5
Cc1cc(NC(=O)c2ccc3c(c2)OCO3)ccc1NC(=O)c1ccco1	1.9	0.39
COc1ccccc1C(=O)C1CCCN(C(=O)c2cc(CC(C)C)nc(C)n2)C1 (stereo not given)	-0.7	0.59
CC(=O)Nc1cccc(C(=O)Nc2ccc(S(=O)(=O)N3CCCCC3)cc2)c1	1.1	-0.19
CCC1S/C(=N\S(=O)(=O)c2cccs2)N(C2CCCCC2)C1=O (stereo not given)	-1.5	-2.75
COc1ccc(S(=O)(=O)N2CCC(C(=O)NC3CC3)CC2)cc1	2.3	-0.19
O=C(C1=C[C@H](C2CCCCC2)C[C@H](OCc2ccc(CO)cc2)O1)N1CCOCC1	0.5	-0.92
C/C=C/c1ccc(OCCOCCNCc2ccccc2)c(OC)c1	-16.9	-6.15*
CCOC(=O)C1=C(COc2ccc(F)cc2Cl)NC(=O)NC1c1cc(C)ccc1C (stereo not given)	-0.4	0.57
COC(=O)N/N=C/c1cn(Cc2ccc(F)cc2)c2ccccc12	-0.4	1.7
Cc1c(C(=O)N(Cc2ccccc2)C(C)C)oc2ccc(S(=O)(=O)N3CCOCC3)cc12	-0.2	-1.58
C=CCOC(=O)C1=C[C@H](C2CC2)[C@@H](CCCO)[C@H](OCC)O1	-0.6	-2.53
CCOCCCn1c(SCc2ccccc2)nnc1-c1ccncc1	-1.2	-1.5
CNC(=O)COC(=O)/C=C/c1cccc(F)c1	-1.7	0
Cc1cc(NC(=O)CNC(=O)C2CCCCC2)no1	-3.3	.
Cc1nn(CC(=O)NC2CCCC2)c(C)c1[N+](=O)[O-]	0.6	.
COc1cccc(CNC(=O)COC(=O)c2ccc(Cl)s2)c1	-1.8	.
O=C(CCC(=O)OCc1ccc(C(=O)Oc2ccccc2)cc1)Nc1cccc2ccccc12	-1.1	-0.48
COc1ccc(CNC(=O)COC(=O)CCOc2ccc(C)cc2)cc1OC	-0.5	-1.93

A different layout for some results above.
Values in the order: STK33 kinase inh, Kir21 block
CCC1S/C(=N\S(=O)(=O)c2cccs2)N(C2CCCCC2)C1=O (stereo not given)
 : -1.5, -2.75
COc1ccc(S(=O)(=O)N2CCC(C(=O)NC3CC3)CC2)cc1
 : 2.3, -0.19
O=C(C1=C[C@H](C2CCCCC2)C[C@H](OCc2ccc(CO)cc2)O1)N1CCOCC1
 : 0.5, -0.92
C/C=C/c1ccc(OCCOCCNCc2ccccc2)c(OC)c1
 : -16.9, -6.15*
CCOC(=O)C1=C(COc2ccc(F)cc2Cl)NC(=O)NC1c1cc(C)ccc1C (stereo not given)
 : -0.4, 0.57
COC(=O)N/N=C/c1cn(Cc2ccc(F)cc2)c2ccccc12
 : -0.4, 1.7
Cc1c(C(=O)N(Cc2ccccc2)C(C)C)oc2ccc(S(=O)(=O)N3CCOCC3)cc12
 : -0.2, -1.58
C=CCOC(=O)C1=C[C@H](C2CC2)[C@@H](CCCO)[C@H](OCC)O1
 : -0.6, -2.53
CCOCCCn1c(SCc2ccccc2)nnc1-c1ccncc1
 : -1.2, -1.5
CNC(=O)COC(=O)/C=C/c1cccc(F)c1
 : -1.7, 0
Cc1cc(NC(=O)CNC(=O)C2CCCCC2)no1
 : -3.3, .
Cc1nn(CC(=O)NC2CCCC2)c(C)c1[N+](=O)[O-]
 : 0.6, .
COc1cccc(CNC(=O)COC(=O)c2ccc(Cl)s2)c1
 : -1.8, .
O=C(CCC(=O)OCc1ccc(C(=O)Oc2ccccc2)cc1)Nc1cccc2ccccc12
 : -1.1, -0.48
COc1ccc(CNC(=O)COC(=O)CCOc2ccc(C)cc2)cc1OC
 : -0.5, -1.93

Further entries follow.
SMILES	STK33 kinase inh	Kir21 block
CCCN(CCC)CCNC(=O)C1CC(=O)N(c2ccc(OC)cc2)C1c1ccc(OC)cc1 (stereo not given)	-0.9	-0.14
Cc1ccc(NC(=O)[C@@H](CC(C)C)NC(=O)[C@@H]2Cc3ccccc3CN2)cc1	-1.0	-2.06
COc1cccc(NC(=O)C2CCCCC2)c1	-0.6	-0.35
COC(=O)[C@H](CCSC)NC(=O)N1CCC(C)CC1	-0.8	0.01
O=C(NCC1CCCO1)C1CCN(C2CCN(C(=O)C3CCCCC3)CC2)CC1 (stereo not given)	0.2	-0.01
CC1CCN(CC(=O)Nc2ccc(S(=O)(=O)NC3CC3)cc2)CC1	-1.6	-0.68
C/C(=N\NC(=O)c1nonc1N)c1cccs1	.	1.47
COc1ccc(Cn2c(C(C)C)nc3sc4ccccc4c(=O)c3c2=O)cc1	-1.5	0.43
O=C1CC(c2ccccc2)Oc2cc(O)cc(O)c21 (stereo not given)	1.6	-0.8
COc1cc(S(=O)(=O)NC2CCCC2)ccc1Cl	0.0	-0.64
CCOC(=O)N1CCN(CCC(=O)c2ccc(Br)cc2)CC1	-0.7	0
CS(=O)(=O)Nc1cccc(C2=NN(S(=O)(=O)c3ccc(F)cc3)C(c3cccs3)C2)c1 (stereo not given)	-0.5	-2.21
O=C(c1cccc([N+](=O)[O-])c1)N1CCN(S(=O)(=O)N2CCCCC2)CC1	-1.1	0.56
Cc1ccc(NCc2nnc(SCCN3CCCCC3)n2CC2CCCO2)cc1Cl (stereo not given)	-1.7	-0.07
COc1ccc(CNC(=O)C2CCCN(C(=O)Nc3ccc(OC)cc3)C2)cc1 (stereo not given)	-0.2	-0.03
O=C(COC(=O)CCN1C(=O)c2cccc([N+](=O)[O-])c2C1=O)NCc1ccccc1	-1.6	2.64
FC(F)(F)c1ccc(N/N=C/c2cccnc2)nc1	3.6	-0.11
C=CCSC(=C(C#N)C#N)c1cc2c([nH]1)CCCC2	1.4	-0.29
O=C(Nc1ccc2c(c1)OCO2)Nc1cnccn1	-0.9	1.54
COc1cccc(CNC(=O)C2CCN(S(=O)(=O)c3ccc4c(c3)CC(C)N4C(C)=O)CC2)c1 (stereo not given)	0.4	-1.59
Cn1cc(SCC(=O)N2CCOCC2)c2ccccc21	0.8	1.05
CCc1onc(C)c1C(=O)Nc1ccc2c(c1)OCO2	-1.3	2.08
CC(=O)C1=C(O)C(=O)N(c2ccccn2)C1c1ccc(Cl)cc1 (stereo not given)	0.3	-0.21
Cc1ccc(CNS(=O)(=O)c2cn(C)c(=O)n(C)c2=O)cc1	-2.1	-2.14
CC(C)c1nc(SCC(=O)Nc2cccc(S(N)(=O)=O)c2)n[nH]1	0.6	1.11

The listing continues.
SMILES	STK33 kinase inh	Kir21 block
COc1ccc(O)c(C(c2c(C)[nH][nH]c2=O)c2c(C)[nH][nH]c2=O)c1	-1.0	1.17
N#C/C(=C/c1ccc(N2CCCC2)c([N+](=O)[O-])c1)c1nc2ccccc2[nH]1	-1.2	-2.22
CCOC(=O)N1CCC(N2CC34C=CC(O3)C(C(=O)Nc3ccc(C(C)C)cc3)C4C2=O)CC1 (stereo not given)	-1.8	.
COc1ccc(Cl)cc1NC(=O)CN(C)C(=O)COc1ccccc1F	-0.4	-0.89
O=C1Nc2ccccc2O/C1=C\c1c(F)cccc1Cl	-2.1	0.47
O=S(=O)([N-]c1nc2ccccc2nc1-[n+]1ccc(-c2ccncc2)cc1)c1ccccc1	-0.7	-1.04
COc1ccc(N(C(=O)c2snc(C(N)=O)c2N)C(C(=O)NCc2ccccc2)c2ccc(F)cc2)c(OC)c1 (stereo not given)	-2.2	-0.56
CCC(=O)Nc1cccc(-n2nnnc2SCC(=O)NCc2ccco2)c1	-0.4	-0.04
O=C(CN1CCN(S(=O)(=O)c2ccc(F)cc2)CC1)NCC1(N2CCOCC2)CCCCC1	-0.9	.
CC(NC(=O)C(=O)NCCc1c[nH]c2ccccc12)c1ccccc1 (stereo not given)	-0.3	-1.91
CCc1cccc(CC)c1NC(=O)COC(=O)Cc1ccsc1	1.3	1.69
O=C1c2ccccc2C(=O)C1Cc1cccc2ccccc12	-0.7	0.33
CN(C)c1ccc(/C=C(\C#N)C(=O)NCc2ccco2)cc1	.	-0.87
Cc1ccc(NC(NC(=O)c2ccccc2[N+](=O)[O-])C(Cl)(Cl)Cl)cc1 (stereo not given)	-0.7	-0.39
Cc1c(C(=O)N(C)c2ccccc2)oc2c1C(O)CC(C)(C)C2 (stereo not given)	0.6	-1.89
CC(OC(=O)c1ncc(Cl)c(Cl)c1Cl)C(=O)NC1(C#N)CCCCC1 (stereo not given)	2.2	0.8
CCOC(=O)C1=NOC(CNC(=O)C2=NOC(CNC(=O)c3c(-c4ccccc4Cl)noc3C)C2)C1 (stereo not given)	-2.0	-2.03
Cc1ccc(C)c(NC(=O)C2CCCN(S(=O)(=O)c3cccnc3)C2)c1 (stereo not given)	-1.1	0.69
Cc1cc(C)n2nc(C(=O)N/N=C/c3cccs3)nc2n1	-1.9	-0.77
CC(C)(C)NC(=S)NNC(=O)[C@H]1C[C@@H]1c1ccccc1	-0.6	2.46
COCCn1c(C)cc(C2=NNC(=NC(C)(C)C)SC2)c1C	-1.6	1.51
Cc1ccc(NC(=O)C2CCCN(S(=O)(=O)c3cnc[nH]3)C2)cc1C (stereo not given)	-0.8	2.01
O=C(NCc1ccc(Cl)cc1)c1csc(-c2cccnc2)n1	24.9	-1.11
CCN(CC(=O)NCc1ccc(F)cc1)S(=O)(=O)c1ccc(Cl)s1	0.0	.
CCCc1nc(SCC(=O)Nc2cc(C)on2)c2c(=O)n(C)c(=O)n(C)c2n1	-1.6	-0.66

(more compounds)
SMILES	STK33 kinase inh	Kir21 block
Cc1ccc(C(=O)N[C@H](C(=O)Nc2sccc2C(N)=O)C(C)C)cc1	-0.4	0.24
C#C[C@]1(O)CCC2C3CCC4=CC(=O)CC[C@@H]4C3CC[C@@]21C (stereo not given in full)	-1.2	0.02
Cc1ccc(CS(=O)(=O)c2nsc(C)c2C#N)cc1	-0.8	3.09
Cc1cccc(C(=O)NCC(=O)NCC(c2ccco2)N2CCCCC2)c1 (stereo not given)	-0.3	0.4
COc1cc(C(C)=O)ccc1OC(=O)CN1C(=O)c2ccccc2C1=O	-0.3	-1.15
O=C(CCN1C(=O)S/C(=C\c2ccccc2)C1=O)NCCCn1ccnc1	0.8	-0.8
Cc1nnc(SCC(=O)NCc2ccco2)[nH]c1=O	-1.0	-0.88
Cn1cc(/C=C(\NC(=O)c2ccccc2Cl)C(=O)NCCCN2CCOCC2)c2ccccc21	0.0	-0.22
Nn1c(SCc2ccc(Br)cc2)nnc1-c1ccccn1	-1.0	-1.37
